# Source: PubChem BioAssay (National Center for Advancing Translational Sciences (NCATS))
# ALOX12 inhib: 12-hLO (ALOX12) enzyme inhibition; hit rate 0.12% among 150,000; P18054; Potency, µM (series often up to 57.1 µM), for inactives: at the top dose activity change, negative = inhibition, actives largely listed as inhibitors; purified 12-hLO, xylenol orange hydroperoxide absorbance; further: potency means the concentration at half of the fitted maximal effect; nearly all actives have a fitted effect of over 55% in size; many of its hits are not listed in these tables
# Target sequence (P18054 whole entry, looked up): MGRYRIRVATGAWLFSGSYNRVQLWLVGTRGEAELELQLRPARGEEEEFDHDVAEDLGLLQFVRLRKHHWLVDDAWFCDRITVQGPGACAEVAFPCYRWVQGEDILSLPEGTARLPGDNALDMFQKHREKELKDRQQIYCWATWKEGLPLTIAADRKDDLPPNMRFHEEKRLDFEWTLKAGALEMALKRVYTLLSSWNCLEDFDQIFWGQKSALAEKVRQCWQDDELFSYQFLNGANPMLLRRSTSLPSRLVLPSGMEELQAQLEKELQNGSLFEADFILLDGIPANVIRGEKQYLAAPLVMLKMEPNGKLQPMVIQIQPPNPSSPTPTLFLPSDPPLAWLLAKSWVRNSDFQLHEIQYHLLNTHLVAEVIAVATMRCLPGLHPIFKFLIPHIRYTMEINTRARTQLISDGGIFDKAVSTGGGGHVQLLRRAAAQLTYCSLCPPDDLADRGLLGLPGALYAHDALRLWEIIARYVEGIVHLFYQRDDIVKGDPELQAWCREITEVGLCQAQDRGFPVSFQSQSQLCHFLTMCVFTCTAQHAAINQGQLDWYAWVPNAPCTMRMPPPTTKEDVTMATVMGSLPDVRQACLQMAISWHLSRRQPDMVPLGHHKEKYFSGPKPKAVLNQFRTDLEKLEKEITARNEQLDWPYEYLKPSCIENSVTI
#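 Xylenol orange chromogenic assay: hydroperoxide from 12hLO oxidises Fe(II), giving red-shifted Fe(III)-XO absorbance. Conditions: 150 nM enzyme, 40 uM arachidonic acid, 25 mM Hepes pH 7.0, 0.01% Triton X-100, 30 min, room temperature.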
# IMPase cell inh: IMPase inhibition in cells. P97697. CHO-M1 cells, IP1 accumulation, HTRF TR-FRET ratio. inhibition (IP1 accumulation), % at 46.1 µM. 120,000 tested, under 10 active. AID 901; active means well fitted curve in the direction sought with a large enough effect in the signal ratio, not every such curve was filed as active; inconclusive means small, poorly fitted or top-dose-only effect, or a change in a side signal; inactive means no such curve, though single readings can be large or run the other way; the % refers to the signal ratio;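 further: cells stimulated with carbachol in lithium chloride buffer; plate controls were DMSO basal wells for no effect and reference inhibitor wells for full effect; higher means more IMPase inhibition seen as more IP1 and lower FRET ratio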
# Target sequence (P97697 whole entry, looked up): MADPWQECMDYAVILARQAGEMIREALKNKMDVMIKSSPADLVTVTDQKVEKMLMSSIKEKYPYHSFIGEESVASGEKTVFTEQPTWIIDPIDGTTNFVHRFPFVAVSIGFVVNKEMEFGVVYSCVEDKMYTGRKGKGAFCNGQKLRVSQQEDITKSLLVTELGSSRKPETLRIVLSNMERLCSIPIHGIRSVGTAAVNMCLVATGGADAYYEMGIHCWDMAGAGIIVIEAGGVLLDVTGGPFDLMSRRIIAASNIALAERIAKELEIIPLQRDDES
#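 Cellular IMPase inhibition is scored as a rise in cytosolic IP1, detected by competitive TR-FRET between d2-labelled IP1 and a europium anti-IP1 antibody. M1-expressing CHO cells were stimulated with carbachol for 30 min at 37C, with lithium (50 mM LiCl) present in the buffer.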
# ALOX15B inhib: 15-hLO-2 (ALOX15B) enzyme inhibition | O15296 | purified 15hLO-2, xylenol orange hydroperoxide absorbance | Potency, µM (titrated, usually from 57.1 µM), for inactives: top-dose activity change, negative = inhibition, most hits filed as inhibitors | hit rate 0.56% among 110,000; further: potency means the concentration at half of the fitted maximal effect; nearly all actives have a fitted effect of over 60% in size; many of its hits are not listed in these tables
#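 Enzyme 50 nM, AA 45 uM, 25 mM Hepes pH 7.5 + 0.01% Triton X-100; cpd preinc 15 min RT, rxn 90 min RT; stop/detect with 200 uM XO + 300 uM Fe(II) in 50 mM H2SO4, 30 min; A573/A405.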
# PNC assembly inh: blocks assembly of the perinucleolar compartment | PC3M PTB-GFP, PNC prevalence imaging, 16 h; active compounds read low | activity change (PNC), negative = inhibition, % at 10 µM | hit rate 3.1% among 140,000;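 active means readout at or below -70, meaning at least 70% loss of cells showing the perinucleolar compartment, a nuclear body marking cancer cells; inconclusive means readout between -30 and a set limit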;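 further: plate controls were DMSO wells for no effect and camptothecin positive control wells for full effect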
#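 PC3M cells stably expressing PTB-GFP, 750–1000 cells/well, treated 16 h at 37 °C with compound (23 nl of library stock), in duplicate. After paraformaldehyde fixation and Hoechst stain, imaged at 20x; PNC prevalence scored by image analysis.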
# * = called active by the depositor; ? = inconclusive; . = no result given; & = joins results of further samples; [ ] = dose if it differs, or a comment. Unless noted, the call rests on the fitted dose curve; in most records, active means well fitted curve in the direction sought with a large enough effect; inconclusive means small, poorly fitted or top-dose-only effect, or another doubt; inactive means no such curve, though single readings can be large; an effect the other way counts as inactive or inconclusive. Unless noted, on the % scale 0 is the no-effect control and ±100 the full control effect.
No.	molecule	IMPase cell inh	ALOX12 inhib	ALOX15B inhib	PNC assembly inh
1	COC(=O)c1nc2n(n1)C(c1cc(OC)ccc1OC)C(C(=O)OC1CCCCC1)=C(C)N2 (stereo not given)	2	-8%	-4%	?
2	O=C(NCC(c1cccnc1)N1CCN(c2ccc(F)cc2)CC1)c1ccc2c(c1)OCO2 (stereo not given)	0	-2%	2%	13
3	c1ccc(N2CCN(CCCOc3ccc4c(c3)OCO4)CC2)cc1	11	-3%	36%[activator]	.
4	O=C1C=C(Nc2ccc(Cl)cc2)CC(c2ccccc2)C1 (stereo not given)	.	-3%	.	-14
5	Cc1cc(C)n2c(Nc3ccc4c(c3)OCCO4)c(-c3ccc(C)o3)nc2n1	-1	4%	-19%	-4
6	CC1=C(OC(=O)C(C)(C)C)C(C)(C)C(c2ccccc2)OC1=O (stereo not given)	.	1%	.	?
7	O=c1c2c(ncn1CCO)nc1n2CCC1	-7[0.0738 µM]	2%	.	12
8	CC(C)c1c(O)nc(SCCN2CCOCC2)[nH]c1=O	1	-7%	11%	-29
9	CCN(CC1COc2ccccc2O1)S(=O)(=O)c1ccc(C)cc1 (stereo not given)	.	-2%	.	-20
10	O=C(COC(=O)c1ccc(CNS(=O)(=O)c2ccc(F)c(Cl)c2)cc1)NCC1CCCCC1	6	2%	.	54
11	NC(=O)c1ccc[n+]([C@@H]2OC(COP(=O)([O-])OP(=O)(O)OCC3OC(n4cnc5c(N)ncnc54)C(O)C3O)C(O)C2O)c1 (stereo not given in full)	.	1%	-6%	.
12	O=C(Nc1ccc(OC(=O)c2ccco2)cc1)c1ccco1	2	-2%	.	146
13	O=C(Nc1ccc(Cl)cc1Cl)c1cccc(N2C(=O)C=CC2=O)c1	4	-2%	-12%	-8
14	Cc1ccc(OCc2nc3c4c(ncn3n2)-c2ccccc2CC42CCCC2)cc1	.	-4%	.	8
15	CN(C)C(=O)N1CCC(C(=O)NCc2ccc3c(c2)OCO3)CC1	0	2%	0%	1
16	COc1c2c(nc3ccccc13)OC(C(C)(O)COC(C)=O)C2 (stereo not given)	-7	6%	-6%	-28
17	CCN1CCCC1Cn1cnc2c([nH]c3cccc(Cl)c32)c1=O (stereo not given)	2	-4%	12%	-29
18	COC(=O)COc1ccccc1C(N)=O	-6	1%	2%	10
19	C=CCn1c(NCCO)nc2c1c(=O)n(C)c(=O)n2C	-6	-2%	-6%	10
20	Cc1sc(NC(=O)c2ccco2)c(C(c2cccnc2)N2CCN(c3ccc(F)cc3)CC2)c1C (stereo not given)	1	0%	0%	?
21	CCc1ccccc1NC(=O)c1ccc(-n2c(C)ccc2C)cc1	12	0%	-10%	?
22	Cc1cc(Br)ccc1SCC(=O)OCC(=O)Nc1ncc(C(F)(F)F)cc1Cl	.	-3%	.	3
23	COCCNC(=O)C(=O)N/N=C(\C)CC(=O)Nc1ccc(Cl)cc1Cl	.	-7%	.	85
24	Cc1ccc(NC(=O)CCN2C(=O)CSC2=O)c(C)c1	5	4%	.	40
25	Cc1ccc2c(c1)c1c(n2CC(O)Cn2c(C)nc3ccccc32)C(=O)CCC1 (stereo not given)	8	7%	15%	-13
26	CCOC(=O)c1ccc(CNC(=O)Cn2nnc(-c3ccc(C)cc3)n2)o1	9	-2%	-9%	29
27	Nn1c(=S)[nH]nc(Cc2ccc(O)cc2)c1=O	.	5%	.	23
28	COC(=O)CCN(C1CCCCC1)S(=O)(=O)c1ccc(S(=O)(=O)NC2CCCCC2)cc1	9	2%	-11%	50
29	O=C(/C=C/c1ccc(Cl)c(Cl)c1)n1cccn1	4	5%	?	64
30	O=[N+]([O-])c1cc(S(=O)(=O)NCCCN2CCOCC2)ccc1Cl	.	-2%	.	19
31	CCC(CC)NCc1ccc(OC)cc1OC	5	3%	5%	16
32	CCOCCn1c(N2CCN(c3ccc(OC)cc3)CC2)nc2c1c(=O)[nH]c(=O)n2C	8	3%	-1%	-23
33	Cc1cc(=O)[nH]c2c1c(C)nn2C1CCCCC1	1	6%	-2%	?
34	CCc1c(C(=O)NCc2cnn(C)c2)csc1C	-6	5%	.	-7
35	COc1ccccc1CNC(=O)C1CCN(S(=O)(=O)N2CCCCC2)CC1	-5	1%	2%	?
36	COc1cccc(/C(O)=C2\C(=O)C(=O)N(c3ccccn3)C2c2cccc(OC)c2OC)c1 (stereo not given)	0	2%	32%[activator]	?

# The closing 7 compounds of the section above come first, to join the parts.
No.	molecule	IMPase cell inh	ALOX12 inhib	ALOX15B inhib	PNC assembly inh
30	O=[N+]([O-])c1cc(S(=O)(=O)NCCCN2CCOCC2)ccc1Cl	.	-2%	.	19
31	CCC(CC)NCc1ccc(OC)cc1OC	5	3%	5%	16
32	CCOCCn1c(N2CCN(c3ccc(OC)cc3)CC2)nc2c1c(=O)[nH]c(=O)n2C	8	3%	-1%	-23
33	Cc1cc(=O)[nH]c2c1c(C)nn2C1CCCCC1	1	6%	-2%	?
34	CCc1c(C(=O)NCc2cnn(C)c2)csc1C	-6	5%	.	-7
35	COc1ccccc1CNC(=O)C1CCN(S(=O)(=O)N2CCCCC2)CC1	-5	1%	2%	?
36	COc1cccc(/C(O)=C2\C(=O)C(=O)N(c3ccccn3)C2c2cccc(OC)c2OC)c1 (stereo not given)	0	2%	32%[activator]	?
37	C=CCNC(=O)c1ccc(C)c(Br)c1	1	6%	0%	0
38	Cc1n[nH]c(C)c1N1C(=O)c2cccc3c(N4CCCCCC4)ccc(c23)C1=O	15	-8%	4%	?
39	COc1ccc(NC(=S)N2CCC(C(O)(c3ccccc3)c3ccccc3)CC2)cc1	.	-28%	.	39
40	O=C(CNC(=O)c1ccccc1)OCc1ccc([N+](=O)[O-])cc1	.	-6%	.	?
41	CCOC(=O)c1nsnc1NCCSC(=N)N	.	4%	.	-25
42	CC1CCN(c2nc(-c3ccccc3)cc(C(F)(F)F)n2)CC1	9	2%	8%	32
43	COc1ccc2c(C)cc(SCC(=O)N3CCOCC3)nc2c1	8	-1%	3%	20
44	COc1ccc(S(=O)(=O)N2CCN(c3c(C)cccc3C)CC2)cc1OC	10	4%	-10%	?
45	CCOC(=O)c1ccc(N=C2NC(=O)CS2)cc1	-3	-1%	-2%	?
46	CC1=C(C(=O)N2CCN(C(=O)c3ccco3)CC2)C2(CCC(C)CC2)OC1=O (stereo not given)	-9	4%	.	-18
47	CC(C)NC(=O)c1ccc(-c2ccc(Cl)c(C(F)(F)F)c2)o1	-5	1%	6%	20
48	CCOc1ccc(N2C(N)=NC(N)=NC2(C)C)cc1	4	-3%	6%	28

# One compound at a time (already shown):
# O=C(CNC(=O)c1ccccc1)OCc1ccc([N+](=O)[O-])cc1 is listed with IMPase cell inh = .; ALOX12 inhib = -6%; ALOX15B inhib = .; PNC assembly inh = ?
# CCOC(=O)c1ccc(N=C2NC(=O)CS2)cc1 is listed with IMPase cell inh = -3; ALOX12 inhib = -1%; ALOX15B inhib = -2%; PNC assembly inh = ?

# Following part
No.	molecule	IMPase cell inh	ALOX12 inhib	ALOX15B inhib	PNC assembly inh
49	Cn1cccc1Cc1nnc(SCC(=O)NCc2ccco2)n1-c1ccc(F)cc1	-3	1%	-4%	34
50	COCCNC(=O)CCSCc1ccccc1F	13	0%	1%	23
51	Clc1ccccc1-c1cc(COc2ccc3ccccc3c2)no1	?	2%	3%	34
52	O=C(NC(=S)NCc1cccnc1)c1ccccc1	.	-3%	.	1
53	Cc1c(-c2n[nH]c(=S)n2-c2ccc(C(F)(F)F)cc2)nnn1-c1ccccc1	.	0%	.	-10
54	CCCCN1CCc2c([nH]c3c(C)cccc23)C1=O	8	5%	3%	-87*
55	CCC(C)NC(=O)Cn1c(=O)n(-c2ccccc2)c(=O)c2ccc(C(=O)NCc3ccco3)cc21 (stereo not given)	2	2%	.	12
56	COc1ccc(CC2S/C(=C(\C#N)C(=O)NCc3ccco3)N(c3ccc(C)cc3)C2=O)cc1 (stereo not given)	8	-12%	-6%	27
57	O=C(/C=C/c1ccc(O)cc1)OCc1occc(=O)c1O[C@@H]1OC(CO)[C@@H](O)[C@H](O)[C@@H]1O (stereo not given in full)	.	-1%	.	39
58	COc1ccc(C(c2c(NC(=O)c3ccccc3)sc(C)c2C)N2CCN(CCO)CC2)cc1 (stereo not given)	.	?	.	20
59	CNS(=O)(=O)c1cccc(C(=O)OCc2cc(Cl)cc3c2OCOC3)c1	14	-9%	-4%	-9
60	Cc1cc(SCC#N)n2nc(C)c(-c3ccc(Cl)cc3)c2n1	0	3%	-8%	-2
61	Cc1ccc2c(Cl)c(C(=O)NCC3CCCO3)sc2c1 (stereo not given)	-1	-4%	-14%	35
62	CC(NS(=O)(=O)c1ccccc1)C(c1cccs1)N1CCOCC1 (stereo not given)	.	1%	.	46
63	N#C/C(=C\Nc1ccccc1SC(F)(F)F)c1nc(-c2ccccc2)cs1	-5	0%	.	-14
64	O=C(CSc1nnc(CCCO)n1-c1ccccc1)NCCc1ccccc1	3	0%	0%	39
65	CCOc1ccccc1N(CC(=O)Nc1ccccc1C(=O)O)S(C)(=O)=O	-1	-1%	2%	-26
66	COC(=O)c1ccc(-c2nc3ccccc3[nH]2)cc1	.	4%	.	57
67	O=C(COC(=O)c1cccnc1)Nc1cccc(Cl)c1	-6	-4%	-5%	-2
68	CCN(CC)CCNC(=O)CCCNC(=O)Cn1cnc2sc(C)c(C)c2c1=O	4	6%	.	2
69	Cn1c(SCC(=O)NCc2cccs2)nnc1-c1ccc(S(=O)(=O)N2CCCC2)cc1	7	-2%	1%	-19
70	CCOC(=O)C1CCN(C(=S)Nc2cc(C)ccc2C)CC1	-9	-1%	.	-21
71	CCC(C)NC(=O)CS(=O)(=O)Cc1nc(-c2cccc(OC)c2)oc1C (stereo not given)	8	7%	-3%	-9
72	Clc1ccc(Nc2ncnc3c2cnn3-c2ccccc2)cc1	7	-17%	-1%	27
73	COc1ccc(-c2cc(NCCc3ccncc3)n3ncnc3n2)cc1	1	6%	10%	0
74	COc1ccc(OCCSc2nnc(-c3ccoc3C)n2C)cc1	0	-3%	-2%	16
75	N#CCCn1c(Cl)nc2ccccc21	-1	0%	1%	-86*
76	Cc1ccnc(NS(=O)(=O)c2ccc(N)cc2)n1	-6	-1%	0%	15
77	COc1ccccc1-n1c(CNC(=O)c2ccco2)nnc1SCC(=O)Nc1nccs1	0	2%	-2%	-20
78	COc1ccc2[nH]c(-c3ccc(C)cc3)cc(=O)c2c1	.	0%	.	37
79	CC(C)CC(=O)c1c[nH]c(C(=O)NCCc2ccccn2)c1	7	2%	1%	?
80	C[C@]1(C(=O)NCCc2c[nH]c3ccccc23)C=C[C@@H](Cc2ccccc2)N1C(=O)c1ccccc1	.	-6%&-3%	-13%	53
81	COc1ccccc1C1(CC(=O)Nc2nccs2)CCOC(C(C)C)C1 (stereo not given)	4	1%	24%	-8
82	NC(=O)CC[C@H](NC(=O)OCc1ccccc1)C(=O)OCc1ccc(Cl)cc1	.	-1%	.	-93*
83	CCCN1C2=NCCCN2c2ccccc21	2	-11%	6%	-13
84	O=C1CC(Cc2ccccc2)C(=O)N1CCCn1ccnc1 (stereo not given)	1	-1%	-13%	?
85	CCOC(=O)CNC(=O)c1ccc(C)cc1	3	4%	-5%	8
86	CN(C)CCCN=C(N)N	.	3%[11.4 µM]	-8%[11.4 µM]	.
87	O=C(CCCn1c(=S)[nH]c2cc3c(cc2c1=O)OCO3)N1CCN(c2ccccc2)CC1	-1	-13%	-2%	25
88	CCC(C(=O)OCC(=O)Nc1c(Cl)cc(Cl)cc1Cl)c1ccccc1 (stereo not given)	0	-4%	.	-14

# An excerpt (hit frequency here may not be typical).
